GLA spleen mod: qHTS Assay for Inhibitors and Activators of Human alpha-Galactosidase From Spleen Homogenate; Potency, µM (doses to about 80 µM), without a hit: at the highest dose activity change, negative = inhibition, most hits filed as inhibitors; Alpha-galactosidase A (Homo sapiens), P06280; human spleen homogenate, 4MU-alpha-Gal fluorescence, 40 min; AID 2107, 2009; hit rate 0.008% among 240,000;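 note: 0% = enzyme with vehicle and -100% = no enzyme basal signal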
Target sequence (P06280 32-429 limits assumed): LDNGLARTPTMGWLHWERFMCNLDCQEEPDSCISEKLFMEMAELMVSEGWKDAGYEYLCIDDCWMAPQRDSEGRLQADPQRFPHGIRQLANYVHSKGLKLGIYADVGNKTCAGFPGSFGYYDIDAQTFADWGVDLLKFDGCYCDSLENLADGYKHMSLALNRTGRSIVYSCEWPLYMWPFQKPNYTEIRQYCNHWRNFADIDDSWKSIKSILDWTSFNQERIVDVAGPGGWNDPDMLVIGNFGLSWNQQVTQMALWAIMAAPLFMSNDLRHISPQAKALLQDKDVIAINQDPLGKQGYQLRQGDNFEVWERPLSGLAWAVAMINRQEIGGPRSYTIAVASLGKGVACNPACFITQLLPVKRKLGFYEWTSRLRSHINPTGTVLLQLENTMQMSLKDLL
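Human spleen homogenate (1 ug) was the enzyme source, with 4-methylumbelliferyl-alpha-D-galactopyranoside (1 mM final) in pH 5.0 citrate buffer with 0.01% Tween-20. Compounds were titrated; after 40 min at 37C, NaOH/glycine stop, 4-MU fluorescence read; AC50 from Hill fits.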
RGS12 GoLoco inh: qHTS Assay for Inhibitors of RGS12 GoLoco Motif Activity (Red Fluorophore); Potency, µM (series often up to 61.6 µM), for the others: at the top dose activity, negative = inhibition, actives largely listed as inhibitors; AID 880, 2007; hit rate 0.44% among 230,000; Gai1:RGS12 GoLoco peptide FP, rhodamine, 10 min; Guanine nucleotide-binding protein G(i) subunit alpha-1 (Homo sapiens), P63096; active = well fitted inhibition curve with a large enough effect, not every such curve was filed as active; inactive = no such curve, though single readings can be large or run the other way; note: % is set by controls: 0 for no effect and ±100 for the full control effect; nearly all actives have a fitted effect of over 30% in size; many of its hits are not listed in these tables
KDM4E inh: qHTS Assay for Inhibitors of Human Jumonji Domain Containing 2E (JMJD2E); Lysine-specific demethylase 4E (Homo sapiens), B2RXH2; JMJD2E catalytic domain, FDH-coupled NADH fluorescence (FDH is formaldehyde dehydrogenase); Potency, µM (top dose mostly 57.1 µM), for inactives: at the top dose activity change, negative = inhibition, most hits filed as inhibitors; hit rate 1.6% among 230,000; AID 2147, 2009; active = well fitted inhibition curve with a large enough effect, not every such curve was filed as active; inconclusive = small, poorly fitted or top-dose-only effect, or another doubt; inactive = no such curve, though single readings can be large or run the other way;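 note: 0% = wells with enzyme and -100% = buffer wells without enzyme; nearly all actives have a fitted effect of over 50% in size; many of its hits are not listed in these tables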
aGlu spleen mod: qHTS Assay for Inhibitors and Activators of Human alpha-Glucosidase From Spleen Homogenate | hit rate 0.006% among 240,000 | AID 2112, 2009 | human spleen homogenate, 4-MU-alpha-glucoside fluorescence | Potency, µM (titrated, usually from 79.9 µM), for the others: top-dose activity change, negative = inhibition, most hits filed as inhibitors;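 note: 0% = enzyme with vehicle and -100% = no enzyme basal signal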
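Enzyme source: human spleen homogenate, 1 ug/well. Buffer 50 mM citric acid/K phosphate pH 5.0, 0.01% Tween-20. 4-MU-alpha-glucoside 1 mM; 37 C x 40 min; NaOH/glycine stop; fluorescence.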
GAA glycogen: qHTS Assay for Inhibitors and Activators of Human alpha-Glucosidase Cleavage of Glycogen; recombinant GAA, glycogen substrate, Amplex Red glucose oxidase fluorescence; Potency, µM (doses to about 76.4 µM), for the others: at the highest dose activity change, negative = inhibition, usual class: inhibitors; hit rate 0.38% among 300,000;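 note: 0% = full enzyme reaction and -100% = no-enzyme basal signal; the screen sought inhibitors and activators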
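qHTS, 1536-well; enzyme 4 nM final; cpd up to 77 uM; substrate bovine liver glycogen 30 ug; 50 mM citrate/phosphate pH 5.0, 0.01% Tween-20; 37 C, 40 min; Amplex Red detection 45 min RT; Hill fit → AC50.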
ALDH1A1 inh: qHTS Assay for Inhibitors of Aldehyde Dehydrogenase 1 (ALDH1A1); Aldehyde dehydrogenase 1A1 (Homo sapiens), P00352; Purified ALDH1A1, NADH fluorescence, propionaldehyde substrate; Potency, µM (doses to about 75.3 µM), for inactives: top-dose activity, negative = inhibition, usual class: inhibitors; hit rate 7.3% among 220,000; AID 1030, 2008; active = well fitted inhibition curve with a large enough effect, not every such curve was filed as active; inconclusive = small, poorly fitted or top-dose-only effect, or another doubt; inactive = no such curve, though single readings can be large or run the other way;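 note: plate controls were no enzyme wells and a reference inhibitor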
Target sequence (P00352 whole entry, looked up): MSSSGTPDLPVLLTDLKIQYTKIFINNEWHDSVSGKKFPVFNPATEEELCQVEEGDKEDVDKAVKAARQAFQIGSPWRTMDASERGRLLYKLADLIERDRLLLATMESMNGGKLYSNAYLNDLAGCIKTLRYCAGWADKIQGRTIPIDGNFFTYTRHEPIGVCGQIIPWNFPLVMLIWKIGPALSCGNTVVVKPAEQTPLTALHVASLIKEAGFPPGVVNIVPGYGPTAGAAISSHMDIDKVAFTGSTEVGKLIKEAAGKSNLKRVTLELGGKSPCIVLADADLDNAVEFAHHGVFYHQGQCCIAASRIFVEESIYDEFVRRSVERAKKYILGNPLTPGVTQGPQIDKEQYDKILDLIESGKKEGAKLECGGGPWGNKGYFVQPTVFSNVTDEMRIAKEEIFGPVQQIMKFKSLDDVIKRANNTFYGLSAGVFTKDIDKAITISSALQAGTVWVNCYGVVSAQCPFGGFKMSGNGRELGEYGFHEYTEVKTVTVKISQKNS
SMN2 splice up: qHTS Assay for Enhancers of SMN2 Splice Variant Expression; HEK293 SMN2-luciferase splicing reporter, luminescence, 30-36 h; Potency, µM (top dose mostly 46.1 µM), without a hit: top-dose activity change, positive = activation, actives largely listed as activators; hit rate 2.8% among 210,000; AID 1458, 2008; note: % of control where 0% means no effect; nearly all actives have a fitted effect of over 55% in size
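HEK293 cells carry an SMN2 […]–luciferase reporter in which exon 7 inclusion puts luciferase in frame. Cells were plated 10-12 h before compound addition, then incubated 30-36 h at 37C. ONE-Glo luminescence was read; sodium butyrate at 4.5 mM final served as control.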
GAA inhib: qHTS Assay for Inhibitors of Human alpha-Glucosidase as a Potential Chaperone Treatment of Pompe Disease. purified human GAA, 4-MU-alpha-glucoside fluorescence. AID 1466, 2008. Potency, µM (titrated, usually from 76.9 µM), without a hit: at the highest dose activity change, negative = inhibition, most hits filed as inhibitors. hit rate 0.005% among 200,000;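 note: plate controls were uninhibited enzyme wells for no effect and no-enzyme background for full effect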
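qHTS format, compound range up to 77 uM. Human lysosomal enzyme at 4 nM, 400 uM 4-MU glucoside substrate, pH 5.0, 20 min room temperature; fluorescence after alkaline stop gives activity normalized to controls.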
* hit, by the source's call; ? = inconclusive; . = no result given; & = joins results of further samples; [ ] = dose if it differs, or a comment. Unless noted, calls come from the whole dose curve; as a rule, active = well fitted curve in the direction sought with a large enough effect; inconclusive = small, poorly fitted or top-dose-only effect, or another doubt; inactive = no such curve, though single readings can be large; an effect the other way counts as inactive or inconclusive. Potency is the fitted concentration of half-maximal effect. These rows are one share of the data, so the mix of outcomes need not match the whole.

SMILES	GLA spleen mod	RGS12 GoLoco inh	KDM4E inh	aGlu spleen mod	GAA glycogen	ALDH1A1 inh	SMN2 splice up	GAA inhib
COc1ccc(/C=N/NC(=O)C2COc3ccccc3O2)cc1OC (configuration not stated)	2%	11%	-6%	9%	-8%	-12%	5%	?
COc1cc(CN2CCN(Cc3ccc(C)cc3)C(CCO)C2)ccc1O (configuration not stated)	1%	2%	5%	0%	-25%	11%	4%	?
CC(C)(C)OC(=O)N/N=C\c1ccc([N+](=O)[O-])s1	4%	1%	6%	-8%	-15%	?	-55%[inhibitor]	-1%
Cc1ccc(C(=O)O/N=C/c2c(C(F)(F)F)nn(C)c2Sc2ccc(Cl)cc2)cc1	4%	1%	3%	6%	-6%	0%	-46%[inhibitor]	-5%
CCCCCc1nnc(NC(=O)C(=O)OCC)s1	4%	-2%	-8%	3%	-5%	-1%	10%	-8%
COc1cc(OC)c([N+](=O)[O-])cc1/C=N/NC(=O)c1ccncc1	-4%	-9%	-4%	3%	-9%	?	11%	3%
O=C(NCc1ccccn1)c1nc(-c2cccs2)no1	4%	1%	3%	4%	7%	2%	0%	3%
Cc1nc2ccccn2c1C(=O)c1ccccc1	4%	9%	3%	5%	4%	-1%	-1%	8%
COc1ccc(NS(=O)(=O)Cc2ccccc2)cc1OC	8%	-11%	-1%	9%	0%	-1%	19%	-2%
C/C(=C\c1ccccc1)CN1CCN(Cc2ccc(C)o2)C(CCO)C1 (configuration not stated)	-1%	7%	-6%	4%	19%	15%	.	?
Cc1cc(=O)oc(C)c1C(=O)N1CCCCC1	-3%	-6%	8%	-9%	7%	3%	-19%	-6%
c1ccn2cc(CSc3nnc4ccccn34)nc2c1	4%	1%	0%	2%	-7%	-1%	17%	-7%
OCC1CCCN(C(=S)Nc2ccc(Nc3ccccc3)cc2)C1 (configuration not stated)	2%	7%	-15%	-8%	25µM*	?	?	-12%
Cc1ccc(C)c(NC(=O)Cn2nnc(C(=O)Nc3c(C)cccc3C)c2N)c1	1%	-12%	3%	-8%	4%	-15%	0%	1%
O=C(N/N=C/c1ccc(OC(F)F)cc1)c1ccc(Br)cc1	1%	7%	?	-10%	2%	5%	19%	-2%
CNc1ccc(Br)cc(C(=O)/C=C/c2cccc(OC)c2)c1=O	2%	52%[activator]	?	-6%	?	14µM*	-113%[inhibitor]	0%
O=C1C=C(c2ccc(Cl)cc2)C(=O)N1Nc1ccccc1	6%	2%	-8%	4%	-13%	?	-18%	1%
CC(C)(C)c1ccc(OCC(=O)NCc2ccco2)c(Br)c1	-26%	12%	-3%	-20%	-25%	18µM*	17%	-6%
COc1ccc(CN=C2NN=C(c3ccc(Cl)cc3)CS2)cc1	3%	6%	?	-17%	-6%	?	20µM*	-12%
COC(=O)Nc1ccc(C)cc1NC(=O)OC	-2%	1%	4%	-11%	3%	0%	-14%	-3%
COc1ccc(OC)c(/C=N/NC(=O)c2csc3ccccc23)c1	-1%	6%	?	-3%	1%	-12%	-4%	?
COc1cc(OC)cc(C(=O)NCC(=O)OCC(=O)N2CCc3ccccc32)c1	-2%	1%	6%	0%	3%	2%	1%	-2%
CCOC(=O)C1=C(N)OC2=C(C(=O)CC(C)(C)C2)C1c1ccccc1OC (configuration not stated)	0%	5%	6%	-3%	-16%	6%	-6%	9%
CN(C)S(=O)(=O)c1cccc(NC(=O)COC(=O)c2ccc(Br)o2)c1	6%	11%	1%	-10%	1%	3%	-4%	3%
CCc1ccc(/C=C2\SC(=S)N(CCCC(=O)Nc3ccccn3)C2=O)cc1	-7%	46%[activator]	6%	-4%	-1%	?	-57%[inhibitor]	-10%
CCCn1c(=O)c(C(=O)Nc2nnc(CC)s2)c(O)c2ccccc21	11%	-6%	-4%	6%	-4%	-3%	2%	2%
O=C(/C=C/c1ccccc1[N+](=O)[O-])c1ccccc1Br	4%	10%	5%	1%	-3%	?	25%	0%
CCOc1ccc(-n2cc(C(=O)NC(C)C)c3cc(OC)c(OC)cc3c2=O)cc1	7%	2%	1%	-2%	0%	14%	-4%	-8%
Cc1c(C(=O)N2CCCCC2)sc(NC(=O)C2CC2)c1C#N	-9%	-3%	5%	-10%	2%	-6%	-9%	-5%
Cn1c(SCC(=O)N2CCOCC2)nnc1-c1cnccn1	1%	5%	-10%	-1%	1%	-8%	-5%	?
COC(=O)COc1ccc2oc(=O)cc(C)c2c1	-1%	7%	?	-1%	-6%	?	4%	-6%
CCOC(=O)C(C)Oc1cccc2c(=O)n(CC(=O)NCc3ccc4c(c3)OCO4)ccc12 (configuration not stated)	10%	-5%	?	2%	-1%	22%	-6%	-6%[15.4 µM]
CC1(C)NC(=O)N(CC(O)CN2CCOCC2)C1=O (configuration not stated)	-5%	-4%	4%	-5%	2%	-4%	19%	-1%
O=C(COC(=O)c1ccccc1Cc1ccccc1)Nc1ccc(SC(F)F)cc1	2%	3%	-4%	0%	-1%	-7%	.	-4%
Cc1ccc2c(c1)nnn2C1CCN(CC(=O)NCCc2ccccc2)CC1	3%	-3%	7%	-3%	-1%	7%	-6%	-7%
COc1ccccc1CNC(=O)c1ccc(C)s1	-2%	6%	-2%	-2%	-8%	-8%	.	.
N#Cc1cccc(-c2nc3cnc(N4CCNCC4)nc3n(C3CC3)c2=O)c1	22%	17%	.	15%	.	?	-31%[inhibitor]	.
CC(C)C(C(=O)Nc1ncn[nH]1)N1C(=O)c2ccccc2C1=O (configuration not stated)	4%	0%	2%	-10%	3%	-3%	-17%	-2%
NS(=O)(=O)c1ccc(NC(=O)/C=C/c2ccco2)cc1	-1%	15%	?	6%	0%	24µM*	17%	0%
CCc1nnc(NC(=O)Cn2ccc(C(F)(F)F)n2)s1	12%	1%	1%	9%	7%	7%	0%	-2%

Entries of single compounds as entered above. Order of values: GLA spleen mod | RGS12 GoLoco inh | KDM4E inh | aGlu spleen mod | GAA glycogen | ALDH1A1 inh | SMN2 splice up | GAA inhib
CCCCCc1nnc(NC(=O)C(=O)OCC)s1 across the screens: 4% | -2% | -8% | 3% | -5% | -1% | 10% | -8%
CCc1ccc(/C=C2\SC(=S)N(CCCC(=O)Nc3ccccn3)C2=O)cc1 across the screens: -7% | 46%[activator] | 6% | -4% | -1% | ? | -57%[inhibitor] | -10%

More results.
SMILES	GLA spleen mod	RGS12 GoLoco inh	KDM4E inh	aGlu spleen mod	GAA glycogen	ALDH1A1 inh	SMN2 splice up	GAA inhib
CC(=O)N1CCc2cc(Br)cc(S(=O)(=O)NCc3ccccn3)c21	1%	3%	8%	-8%	-3%	5%	-6%	-6%
CC(C)CC(=O)NC(=S)Nc1cc(C(=O)O)ccc1Cl	3%	5%	14%	1%	2%	10%	22%	-1%
O=C(/C=C/c1ccc([N+](=O)[O-])cc1)Nc1cccnc1	-13%	16%	-5%	-14%	8%	8.9µM*	13µM*	?
CC1CCN(CCC(=O)Nc2ccccc2)CC1	-3%	13%	-1%	7%	-2%	5%	17%	8%
C[C@@H](CN(C)C)CN1c2ccccc2CCc2ccccc21	7%[29.1 µM]	4%[21.6 µM]	-11%[25.5 µM]	5%[29.1 µM]	.	8%[20.9 µM]	0%[20.6 µM]	.
O=C1NC(=O)/C(=C\c2ccsc2)N1	-5%	0%	-8%	-1%	-5%	-13%	-51%[inhibitor]	2%
O=S(=O)(c1ccccc1)N1CCC(O)(CSc2ccc(F)cc2)CC1	5%	5%	-9%	-8%	-29%	?	-75%[inhibitor]	?
COc1ccc2c(C=Nc3c(C)n(C)n(-c4ccccc4)c3=O)c(O)n(Cc3ccco3)c(=O)c2c1	-1%&-3%	7%&9%	2%&0%	-12%&-12%	?	5%	-12%&3%	-9%&-6%
CN1C(=O)Cc2cc(S(=O)(=O)N3CCOCC3)ccc21	14%	2%	-5%	1%	-16%	-13%	-8%	?
CCC1CSC(Nc2ccc(C(=O)/C=C/c3ccc(Oc4ccccc4)cc3)cc2)=N1 (configuration not stated)	1%	1%	-3%	0%	1%	-16%	-66%[inhibitor]	-3%
O=c1nc(-c2ccccc2)n(-c2ccccc2)c2ncccc12	0%	-8%	-5%	-4%	6%	18%	-4%	-10%
CCOC(=O)C1CCN(C(=O)CCc2nc3ccccc3[nH]2)CC1	3%	8%	2%	1%	8%	9%	-6%	-2%
CCCc1nc2c(sc3nc4c(cc32)COC(C)(C)C4)c(=O)n1Cc1ccco1	14%	3%	?	2%	-4%	0.89µM*	-17%	6%
CCOc1cc(CNc2ccc(N3CCOCC3)cc2)cc(Br)c1OCC	-8%	-14%	-14%	-3%	-2%	?	-55%[inhibitor]	-6%
CC(C)(C)c1ccc(-c2n[nH]c(=S)n2CCCN2CCOCC2)cc1	8%	8%	-18%	1%	-21%	-5%	-9%	-1%
CN(C)c1ncc2nc(-c3ccccc3)c(=O)n(Cc3cccs3)c2n1	15%	8%	.	3%	.	?	.	.
COc1ccc2c(CC(=O)Nc3ccc(OC)c(NS(=O)(=O)c4ccc(F)cc4)c3)coc2c1	4%	-2%	3%	7%	0%	?	4%	-4%
Cc1ccc2nc(NCC(N)=O)nc(-c3ccccc3)c2c1	13%	0%	?	8%	7%	?	.	?
CC(C(=O)OCC(=O)c1ccccc1)N1C(=O)C2C3CCC(C3)C2C1=O (configuration not stated)	8%	-1%	-5%	-1%	-2%	-1%	-6%	-3%
Cc1ccc(C(=O)NC(C)c2nc3ccccc3n2CC(=O)Nc2c(C)cc(C)cc2C)cc1 (configuration not stated)	-3%	13%	-5%	-3%	5%	.	.	.
O=C(CCCN1C(=O)/C(=C/c2ccco2)SC1=S)Nc1ccccc1C(=O)O	15%	33%[activator]	?	0%	-5%	.	.	.

Screens from PubChem BioAssay.
